D2 ag: activates the human D2 dopamine receptor; P14416; HEK293 T-REx D2 cells, calcium flux agonist mode; activation, % at 2 µM; 340,000 tested, 0.53% active; AID 485358;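 active means activation over 3 SD above normal in the single-dose calcium agonist read, cut at about 30% in these data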; further: 0% is about no effect
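HEK293 Trex D2 cells, tetracycline-induced, o/n 30 C 5% CO2; no-wash Ca dye, RT 30–90 min; 10-cycle baseline, 23 nl cpd added, kinetic Ca read 180 s; agonist hits = positive Ca response.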
D1 ag: human D1 receptor agonism | P21728 | HEK293 T-REx D1 cells, calcium flux, agonist mode | activation, % at 2 µM | 360,000 tested, 1% active | AID 504660; further: 0% is about no effect
Target sequence (P21728 whole entry, looked up): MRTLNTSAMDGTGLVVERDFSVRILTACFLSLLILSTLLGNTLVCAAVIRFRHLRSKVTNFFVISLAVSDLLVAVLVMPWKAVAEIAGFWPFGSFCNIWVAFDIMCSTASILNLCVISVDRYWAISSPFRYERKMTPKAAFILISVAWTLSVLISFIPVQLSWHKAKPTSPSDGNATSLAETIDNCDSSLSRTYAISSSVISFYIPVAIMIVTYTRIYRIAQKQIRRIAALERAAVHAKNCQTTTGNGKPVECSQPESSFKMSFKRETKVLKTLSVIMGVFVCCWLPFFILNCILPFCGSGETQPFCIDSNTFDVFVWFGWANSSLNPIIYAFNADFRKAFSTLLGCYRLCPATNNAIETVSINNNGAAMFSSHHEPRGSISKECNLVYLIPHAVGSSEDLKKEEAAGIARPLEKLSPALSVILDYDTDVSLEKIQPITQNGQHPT
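Inducible HEK293 T-REx D1 cells, force-coupled to calcium signalling, were plated at 4000 cells/well with tetracycline and held overnight at 30 C. After no-wash calcium dye loading, compound-evoked calcium rise over 180 s flagged agonists.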
D2 potentiator: D2 dopamine receptor (human) potentiation | P14416 | HEK293 T-REx D2, calcium flux, EC20 dopamine potentiation | potentiation, % at 10 µM | 340,000 tested, 0.34% active | AID 485347;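 active means potentiation over 3 SD above the plate norm, cut at about 30% in these data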; further: 0% is about no effect
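Tetracycline-induced Hek293 Trex D2 cells, force-coupled to calcium, loaded with no-wash calcium dye. Compound added with 180 s kinetic read for agonism, then EC20 dopamine and a further 180 s read for potentiation.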
D1 potentiator: potentiators of human D1 dopamine receptor | 360,000 tested, 0.036% active | HEK293 TREx D1 cells, calcium flux, dopamine EC20 potentiation | potentiation, % at 10 µM; in the data active means potentiation above about 30%; further: 0% is about no effect
D1 antagonist: antagonists of human D1 dopamine receptor; activity change, negative = inhibition, % at 10 µM; HEK293 TREx D1 cells, calcium flux, dopamine EC80; stronger effect = lower value; 360,000 tested, 3.2% active; in the data active means activity change below about -30%; further: on the % scale 0 is the no-effect control and ±100 the full control effect
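Allosteric or orthosteric antagonism assessed as attenuation of the calcium response to EC80 dopamine, added 180 s after compound, in induced HEK293 Trex D1 cells loaded with no-wash calcium dye.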
TRHR ag: activates the human TRH receptor. P34981. 360,000 tested, 0.18% active. TRHR cells, calcium flux fluo-8, FDSS agonist mode. activation, % at 2 µM; further: 0% is about no effect
Target sequence (P34981 whole entry, looked up): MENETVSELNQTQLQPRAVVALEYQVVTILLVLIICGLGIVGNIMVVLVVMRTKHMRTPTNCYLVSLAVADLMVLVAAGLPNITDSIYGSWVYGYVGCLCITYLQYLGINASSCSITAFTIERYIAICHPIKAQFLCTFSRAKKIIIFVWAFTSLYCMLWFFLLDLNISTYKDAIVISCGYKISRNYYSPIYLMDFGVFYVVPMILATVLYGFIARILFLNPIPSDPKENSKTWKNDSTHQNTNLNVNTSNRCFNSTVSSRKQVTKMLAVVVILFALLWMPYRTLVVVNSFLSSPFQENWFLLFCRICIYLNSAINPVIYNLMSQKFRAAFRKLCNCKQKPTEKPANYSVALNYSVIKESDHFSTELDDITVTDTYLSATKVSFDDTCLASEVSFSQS
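Steps: seed TRHR cells overnight; add fluo-8 no-wash Ca dye, RT 30 min–1.5 h; record 10 s baseline; pin-transfer compounds; monitor fluorescence 1 cycle/s for the agonist window. Calcium increases flag candidate agonists.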
TRHR enhancer: TRH receptor (human) allosteric enhancement. 360,000 tested, 0.66% active. P34981. TRHR cells, fluo-8 calcium fluorescence, EC20 TRH enhancement. enhancement, % at 2 µM. AID 493056; in the data active means enhancement above about 30%; further: 0% is about no effect
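Enhancer read-out: after compound pinning and an initial kinetic agonist-mode read, an EC20 of TRH (10 nM final) was injected and fluo-8 calcium signal (Ex 480/Em 530) followed at 1 s/cycle for 100 cycles in TRHR-expressing cells.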
D2 antag: antagonizes the human D2 dopamine receptor; 340,000 tested, 2% active; inhibition, % at 10 µM; P14416; AID 485344; HEK293 TREx D2 cells, calcium flux, dopamine EC80; in the data active means inhibition above about 30%; further: 0% is about no effect
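Tetracycline-induced HEK293 TREx cells expressing D2 receptor forced-coupled to calcium signalling, loaded with no-wash calcium dye. Compounds added and calcium flux read 180 s, then dopamine added at EC80 and read a further 180 s.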
RXFP1 antag: blocks the human relaxin receptor RXFP1; AID 1259400; Q9HBX9; 350,000 tested, 0.59% active; activity change, negative = inhibition, % at 57.5 µM; HEK293-RXFP1, relaxin-stimulated cAMP HTRF, 30 min; stronger effect = lower value;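 active means activity change of -60% or lower, but not beyond a set lower limit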; further: on the % scale 0 is the no-effect control and ±100 the full control effect
The depositor's hits bear a star; . = not tested or not shown; & = joins results of further samples. Unless noted, no stated cut-off is given here; in the data, active means activation above about 30%; inactive means the rest.

Structure	RXFP1 antag	D2 ag	D1 ag	TRHR enhancer	D2 potentiator	D1 antagonist	D1 potentiator	D2 antag	TRHR ag
OCCC1CN(Cc2cnc(-c3ccc(Cl)cc3)nc2)CCN1C1CCCCC1 (configuration not stated)	-1	2.9	19	-2	-6	6	-6	-1	5.2
CCN(CC)CCN(C(=O)/C=C/c1cccs1)c1nc2ccc(C)cc2s1	0	0.5	3	4	-31	1	-6	22	0.9
CC(C)(C)NS(=O)(=O)c1ccc(/C=C/C(=O)O)cc1	8	0.3	1	3	3	-5	4	-1	0.2
CCOc1ccccc1Nc1ccc(C(=O)O)cc1NC(C)=O	-10	-0.3	3	4	11	6	-6	-4	-1.2
CC1CCCCC1NC(=O)CN1C(=O)NC(C)(c2cccc(Br)c2)C1=O (configuration not stated)	11	0.3	1	-3	-8	-2	1	12	-0.4
Cc1ccc(CCNC(=O)c2cc(S(=O)(=O)N3CCCC3)cn2C)cc1	-2	-0.1	2	-1	4	-6	-7	-2	-0.5
O=C(CCC1CCCN(C(=O)CCC(F)(F)F)C1)NCc1ccc(F)c(F)c1 (configuration not stated)	-14	-0.1	5	21	6	-6	3	-2	0.4
O=C(COC(=O)c1ccc(Br)o1)Nc1ccc2[nH]c(=O)[nH]c2c1	-4	-1.1	2	4	5	37	-2	9	0.4
Cc1ccc(NC(=S)Nc2cccc3ccccc23)cc1	2	-2.3	6	-1	5	4	-2	-5	-0.5
COCCN1CCn2c(nc3cc(NC(=O)c4ccc(OC)cc4)ccc32)C1	-23	0.6	0	-2	8	-52*	-1	-7	0.2
CCOC(=O)N1CCN(CCC(=O)Nc2ccc(OC(F)(F)F)cc2)CC1	-5	0.3	2	3	9	-22	-4	-26	0.1
CCCc1cc(=O)[nH]c(SCC(=O)N(CCC#N)c2ccc3c(c2)OCCO3)n1	-7	-0.4	6	4	5	-20	-4	-1	-0.2
N#Cc1cn(Cc2ccccc2)c2ccccc12	1	-0.5	3	2	-1	3	5	-8	0.5
CCCc1cc(-c2[nH]ncc2-c2ccc(C(=O)OCC)o2)c(O)cc1O	-33	0.5	13	-6	11	-9	-3	-10	1.1
CCOC(=O)c1c(NC(C)=O)sc(/C(C)=N/Nc2ccc(C(=O)O)cc2)c1C	-15	.	0	1	.	-26	-2	.	-0.4
CC1(C)Cc2c(cnn2-c2ccc(F)cc2)C(NC(=O)CN2CCCC2=O)C1 (configuration not stated)	11	0.1	1	4	0	1	5	-35	0.3
COc1ccc(S(=O)(=O)N2CCCCCC2)cc1NC(=O)Cc1cc(OC)c(OC)c(OC)c1	-5	0.1	6	-11	0	-18	-3	19	-0.5
CN1CCN(C(=O)c2c(O)c3cccc4c3n(c2=O)CC4)CC1	-18	0.4	0	-6	-4	8	1	5	-0.2
Cn1c(=O)oc2cc(S(=O)(=O)N3CCCC(C(=O)Nc4ccc5c(c4)OCCO5)C3)ccc21 (configuration not stated)	.	0.4	-1	0	1	-5	-1	-10	0.5
C/C(=N\OC(=O)c1cccc(C(F)(F)F)c1)c1sc(-c2ccccc2)nc1C	-7	3.6	2	0	16	-4	1	-23	-0.2
N#Cc1c(NC(=O)CS(=O)(=O)c2ccc(Cl)cc2)sc2c1CCCCC2	-3	-4.0	0	17	-2	.	-2	.	-0.6
CCc1nn(CC(=O)NCCCc2ccccc2)c(=O)c2cc3cc(F)ccc3n12	-2&4	0.0&0.3	3&1	3&-1	2&-5	-5&0	8&-4	10	0.5&0.4
CCn1c(SCC(=O)Nc2nc(C)cs2)nnc1-c1ccncc1	-13	-0.2	2	2	-8	-5	-6	5	0.2
COc1ccccc1CNC(=O)CCn1c(=O)sc2ccccc21	0	0.9	-4	-2	12	-16	-6	-9	-0.1
CCn1c(SCC(=O)N2CCCCC2C)nc2ccsc2c1=O (configuration not stated)	-4	1.5	2	17	-5	13	6	4	-1.0

Brought forward from above: five compounds; new compounds follow.
Structure	RXFP1 antag	D2 ag	D1 ag	TRHR enhancer	D2 potentiator	D1 antagonist	D1 potentiator	D2 antag	TRHR ag
N#Cc1c(NC(=O)CS(=O)(=O)c2ccc(Cl)cc2)sc2c1CCCCC2	-3	-4.0	0	17	-2	.	-2	.	-0.6
CCc1nn(CC(=O)NCCCc2ccccc2)c(=O)c2cc3cc(F)ccc3n12	-2&4	0.0&0.3	3&1	3&-1	2&-5	-5&0	8&-4	10	0.5&0.4
CCn1c(SCC(=O)Nc2nc(C)cs2)nnc1-c1ccncc1	-13	-0.2	2	2	-8	-5	-6	5	0.2
COc1ccccc1CNC(=O)CCn1c(=O)sc2ccccc21	0	0.9	-4	-2	12	-16	-6	-9	-0.1
CCn1c(SCC(=O)N2CCCCC2C)nc2ccsc2c1=O (configuration not stated)	-4	1.5	2	17	-5	13	6	4	-1.0
O=C1c2ccccc2C(=O)N1CCCCN(C(=O)c1cc([N+](=O)[O-])ccc1Cl)c1ccc(Cl)cc1	-6	0.9	0	-2	0	5	1	-22	0.4
O=S(=O)(/N=C(/Nc1ccc(Cl)c(S(=O)(=O)N2CCOCC2)c1)c1ccc(F)cc1)c1ccccc1	10	-0.1	7	-3	1	26	0	-3	0.3
CC(=O)N1Cc2[nH]c3ccccc3c2CC1C(=O)O (configuration not stated)	-5	0.4	2	0	2	2	1	-16	0.4
Cc1onc(-c2c(Cl)cccc2Cl)c1C(=O)N/N=C(\N)COc1ccc(Cl)cc1	-29	0.1	4	-6	-1	-9	-4	0	1.1
COC(=O)C1=C(C)NC(=O)NC1c1ccc(-c2ccc(F)cc2)o1 (configuration not stated)	-12	0.1	2	7	-3	32	-1	-2	0.3
O=C(COC(=O)Cn1cnc2ccccc21)NCc1ccc(F)cc1	0	0.8	4	-4	-9	-8	-4	-24	0.3
CCOc1ccc(OCC(=O)NCCS(=O)(=O)N2CCN(c3cccc(Cl)c3)CC2)cc1	.	0.2	6	-1	-10	3	-5	.	-0.1
COc1ccc(S(=O)(=O)N(C)CC(=O)Nc2ccc(C(N)=O)cc2)cc1OC	-8	0.7	3	-4	-1	-6	-3	1	-0.2
COc1c(Cl)cnn(-c2ccc(C)cc2)c1=O	-10	0.2	1	7	2	-2	-1	-1	-0.3
Cc1cccc(-c2cc3nc4c(c(N5CCCC(O)C5)n3n2)CCC4)c1 (configuration not stated)	-18	0.4	1	5	5	0	-8	-6	-1.3
CC(C)COP(=O)(c1ccc(N(C)C)cc1)C(O)c1ccc(Br)cc1 (configuration not stated)	0	0.9	12	-5	-1	1	-3	12	-2.2
CCc1ccc(C(=O)c2cn(CC(=O)Nc3ccc(C)c(C)c3)c3ccccc3c2=O)cc1	.	-1.3	-1	9	6	21	2	.	-1.3
Cc1ccc(Cl)cc1N1CCN(C(=O)CCn2c(=O)c3cccn3c3cccnc32)CC1	7	-0.3	0	-3	3	-1	-1	.	-0.1
O=C(NCCc1ccccc1F)C1CCCN(c2nc3ccccc3s2)C1 (configuration not stated)	-22	-1.0	-1	15	1	-10	-6	10	-0.8
Cc1ccccc1S(=O)(=O)Cc1ccc(C(=O)N2CCN(c3ccc(F)cc3)CC2)o1	17	0.4	4	-2	-6	-10	-10	-3	-0.3
O=C(Cn1ncc2c(=O)oc3ccccc3c21)NCCc1ccsc1	8	0.3	-1	-4	-9	2	-3	-1	-0.3
CCNC(=S)N1CCC(NC(=O)c2ccco2)CC1	-15	0.7	2	8	11	-11	4	0	0.7
CCOC(=O)Cn1c2ccccc2n2nc(CCC(=O)O)c(=O)nc12	-15	0.2	1	-3	9	-17	0	11	-0.4
COCCn1c(=NC(=O)c2cccs2)sc2cc(NC(C)=O)ccc21	3	1.3	1	0	5	5	2	0	0.3
O=C(Nc1ccc(N2CCCCC2)c(C(=O)O)c1)c1ccco1	1	-1.2	3	0	8	-17	-4	-28	0.5
C=CCNC(=S)NNC(=O)c1ccc([N+](=O)[O-])cc1	6	0.1	0	1	-4	6	3	1	0.2
COc1cc(OC)cc(C(=O)N2CCN(S(C)(=O)=O)CC2)c1	0	-0.6	1	-4	-7	-1	5	9	0.1
Cc1cc(C)cc(NC(=S)N2CCN(C(=O)c3ccco3)CC2)c1	-8	5.9	0	-2	13	-39*	15	-11	0.0
Cc1ccc(-c2noc(CCCC(=O)Nc3cccnc3)n2)cc1	-4	0.3	20	-12	2	-34*	-3	4	-0.6
COc1ccc(CC(=O)OCC(=O)Nc2cc(S(=O)(=O)N3CCOCC3)ccc2N2CCCC2)cc1	-6	2.8	1	-3	5	0	-6	-1	-0.6
CCC1CCCCN1S(=O)(=O)c1ccc(NC(=O)CSc2ncccc2C(=O)O)cc1 (configuration not stated)	-1	1.0	3	12	-3	23	-10	6	0.4
O=C(O)CC1Sc2nc3ccccc3n2C1=O (configuration not stated)	-2	.	3	7	10	10	-4	.	0.6
Cc1cc(C)n(CCN(C)Cc2nc(Cc3ccccc3F)no2)n1	-22	0.6	0	-5	4	-1	1	1	-0.2
CCCCS(=O)(=O)C1CCS(=O)(=O)C1 (configuration not stated)	3	-0.7	2	0	14	2	7	-1	-0.1
COc1ccc(CNC(=O)C(CC(C)C)NS(=O)(=O)c2ccc3c(c2)CCN3C(C)=O)cc1 (configuration not stated)	3	0.4	-1	0	-1	8	1	.	-1.0
O=[N+]([O-])c1cccc(/C=N/Nc2nc(N3CCCCC3)nc(N3CCCCC3)n2)c1	-25	-0.3	1	-2	.	7	-1	-2	0.5
Cc1cccc(NC(=O)Cn2nnc(C(=O)Nc3ccccc3Br)c2N)c1C	-4	0.1	7	8	-2	-3	-5	.	2.0
COc1ccc(Nc2nnc(Cc3ccncc3)c3ccccc23)c(OC)c1	0	-0.2	1	-6	-9	-11	-10	18	-1.3
CCc1nn2c(=O)cc(COC(=O)c3ccc(NC(=O)CCc4ccccc4)cc3)nc2s1	9	-2.1	0	-5	-3	7	0	.	0.6
O=C(C1CC1)N1CCN=C1SCc1cccc(C(F)(F)F)c1	8	-0.2	2	-1	-2	8	-4	-12	-0.3
Cc1cc(Cl)ccc1OCC(=O)N(Cc1ccco1)C1CCS(=O)(=O)C1 (configuration not stated)	5	4.1	10	-5	1	-17	-3	5	0.7
Cn1c(=O)c2c(nc3n2CCS3)n(C)c1=O	0	-0.7	2	-2	-3	0	0	-20	0.0
CN(Cc1cccs1)C(=O)CSc1nnnn1C	-2	-1.2	1	1	-6	-2	0	10	1.4
COc1ccc(S(=O)(=O)N2CCCCC2)cc1NC(=O)Cc1sc(C)nc1-c1ccc(F)cc1	-9	-0.9	9	3	21	-4	1	13	-1.7

Compound activity (PubChem)

Rows were taken by chance, and some 7.3% of all compounds hit somewhere here.
